Dyrk1A ADPGlo = inhibitors of rat Dyrk1A kinase; Q63470; ADP-Glo luminescence, NFATc1 peptide; inhibition, % at 12.5 µM; 310,000 tested, 0.43% active; AID 504441; in the data active means inhibition above about 50%;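 further: plate controls were vehicle with enzyme for no effect and no enzyme for full effect; many of its hits are not listed in these tables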
KCNK3 block = human KCNK3 channel inhibition, primary screen | O14649 | CHO-KCNK3 thallium flux, FluxOR fluorescence; stronger effect = lower value | B-score at 10 µM | 340,000 tested, 0.84% active | AID 602410;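 active means B-score under library mean minus 4 SD, starting fluorescence ratio at most library mean plus 5 SD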;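 further: more negative B-score means stronger inhibition of thallium flux through KCNK3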
Target sequence (O14649 whole entry, looked up): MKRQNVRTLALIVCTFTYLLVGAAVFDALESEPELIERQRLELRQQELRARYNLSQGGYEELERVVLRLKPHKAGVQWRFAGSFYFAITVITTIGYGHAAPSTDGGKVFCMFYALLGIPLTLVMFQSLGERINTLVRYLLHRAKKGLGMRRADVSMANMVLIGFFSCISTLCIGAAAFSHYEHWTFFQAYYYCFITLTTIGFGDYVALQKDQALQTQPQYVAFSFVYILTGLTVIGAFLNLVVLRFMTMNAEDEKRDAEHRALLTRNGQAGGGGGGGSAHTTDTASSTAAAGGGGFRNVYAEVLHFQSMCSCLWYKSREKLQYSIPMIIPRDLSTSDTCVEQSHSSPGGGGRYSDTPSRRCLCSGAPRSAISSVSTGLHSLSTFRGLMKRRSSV
TRPC4 agonist = activators of mouse TRPC4 channel; Q9QUQ5; HEK293 TRPC4beta/mu-opioid, Fluo4 calcium fluorescence; stronger effect = higher value; B-score at 10 µM; 310,000 tested, 0.49% active; AID 2237;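 active means B-score above 5 SD of library B-scores, and initial fluorescence ratio not above library mean plus 5 SD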;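 further: positive B-score marks a calcium rise read as TRPC4 activation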
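System – HEK293 cells stably co-expressing mouse TRPC4beta and mu-opioid receptor · Signal – Fluo4 calcium-sensitive dye fluorescence, kinetic, 1 Hz baseline · Benchmarks – buffer (low) and maximal DAMGO (high) · Read-out – B score of integrated fluorescence ratio per well · Incubation – dye loading 45 min room temperature, 110 s kinetic read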
KCNQ1 inh = blocks the human KCNQ1 potassium channel | P51787 | CHO-K1 KCNQ1, FluxOR thallium flux fluorescence; stronger effect = higher value | B-score at 10 µM | 310,000 tested, 1.3% active | AID 2642;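 active means compounds whose thallium flux B-score, printed positive for inhibition, exceeds three library SD while starting fluorescence stays within three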;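 further: channel opened by potassium depolarization with thallium stimulus after 20 min compound exposure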
HDAC3 inh = blocks human histone deacetylase 3; recombinant HDAC3, fluorogenic peptide/trypsin coupled, fluorescence; AID 2718; 320,000 tested, 0.15% active; inhibition, % at 8.3 µM; O15379; in the data active means inhibition above about 26%, passing the limit was not always enough; inconclusive means no clear call, values can overlap the other calls
hERG protect = shields human hERG channel from block by proarrhythmic agents; CHO-hERG, FluxOR thallium flux, dofetilide IC70 present; Q12809; 310,000 tested, 0.51% active; activation (rescue from dofetilide block), less the hit threshold, % at 10 µM; AID 1511;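 active means activation above the mean of controls blocked by dofetilide plus 5 SD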;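 further: thallium influx through hERG after potassium depolarization seen as dye fluorescence rise; in these data hits start at about 4.7%; inactives centre near -7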
ANO1 block = inhibitors of mouse TMEM16A calcium-activated chloride channel | Q8BHY3 | 310,000 tested, 1.2% active | HEK293 TMEM16A/YFP iodide influx fluorescence, ionomycin | normalized B-score (activity score, 25-100; higher = stronger inhibition) at 10 µM;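 active means ratio plate-corrected score three or more library SD toward inhibition, starting fluorescence score within five deviations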;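 further: score derived from kinetic fluorescence span divided by baseline fluorescence per well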
KCNK9 block = human KCNK9 channel inhibition | HEK293 KCNK9, FluxOR thallium flux fluorescence; stronger effect = lower value | B-score at 10 µM | 310,000 tested, 1.2% active;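 active means ratio B-score over 3 SD below the library mean, with starting fluorescence within 5 SD of its mean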;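 further: negative B-score means less thallium flux so channel inhibition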
Target sequence (Q9NPC2 whole entry, looked up): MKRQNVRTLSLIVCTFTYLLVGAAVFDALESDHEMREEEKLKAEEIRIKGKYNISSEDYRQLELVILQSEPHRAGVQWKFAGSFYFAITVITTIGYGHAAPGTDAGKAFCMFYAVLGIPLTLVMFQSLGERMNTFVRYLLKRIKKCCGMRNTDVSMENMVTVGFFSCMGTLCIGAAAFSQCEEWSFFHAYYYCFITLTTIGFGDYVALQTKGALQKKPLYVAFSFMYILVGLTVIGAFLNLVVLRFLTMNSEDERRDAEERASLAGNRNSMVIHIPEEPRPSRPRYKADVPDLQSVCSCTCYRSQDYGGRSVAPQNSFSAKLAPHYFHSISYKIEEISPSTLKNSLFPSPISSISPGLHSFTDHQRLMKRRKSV
KCNQ1 act = potentiates or activates the human KCNQ1 potassium channel | 310,000 tested, 0.35% active | P51787 | CHO-K1 KCNQ1, thallium flux FluxOR fluorescence; stronger effect = higher value | AID 2648 | B-score at 10 µM;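 active means fluorescence ratio B-score, a plate-corrected score, at least three library SD, with initial intensity B-score within 5 SD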
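Assay system: CHO-K1 cells stably expressing KCNQ1; Medium: assay buffer with matched DMSO; Also added: K+/Tl+ depolarizing stimulus; Dosing: single dose; Timing: dye 90 min, compound 20 min, room temperature; Measured by: kinetic FluxOR thallium fluorescence, 10-s 1-Hz baseline, 110-s post-stimulus read; Read-out: peak-minus-minimum fluorescence over initial fluorescence, negative-control normalized, B-scored.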
TRPC4 potent = allosteric potentiators of mouse TRPC4 channel | B-score at 10 µM | 310,000 tested, 0.42% active | AID 2227 | Q9QUQ5 | HEK293 TRPC4beta/mu-opioid, DAMGO EC20, Fluo-4 Ca2+ flux; stronger effect = higher value;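 active means B-score of calcium response area above 5 SD of library B-scores, with initial fluorescence ratio within 5 SD of library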;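 further: B-score of integrated fluorescence ratio over time as area under calcium response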
TMEM16A act = mouse TMEM16A channel activation, primary screen; AID 623877; 340,000 tested, 0.3% active; Q8BHY3; B-score at 10 µM; HEK293 TMEM16A/YFP-H148Q/I152L, iodide quench fluorescence; stronger effect = lower value;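 active means fluorescence-ratio B-score plate-corrected deviation score at least 3 library SD below zero, with starting fluorescence score within 5 deviations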;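 further: channel opened by trigger with iodide after compound preincubation; score built on the fluorescence ratio of max minus min over baseline; more negative score means more quench and so TMEM16A activation or potentiation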
The depositor's hits bear a star; i = inactive; ? = inconclusive; nt = not tested or not shown. Some of the compounds tested; the hit share may differ from the screen's.

Compound,hERG protect,KCNK3 block,HDAC3 inh,TMEM16A act,ANO1 block,KCNQ1 inh,Dyrk1A ADPGlo,TRPC4 potent,KCNQ1 act,TRPC4 agonist,KCNK9 block
O=C1c2ccccc2C(=O)N1CCc1nc(-c2cccnc2)no1,-2.3,i,-8.4,i,i,i,6.8,i,i,i,i
Cc1cc(Br)ccc1OCCNCc1ccccc1,-8.3,i,3.5,i,i,i,-5.8,i,i,i,i
Nc1ccc(Oc2c(Cl)cccc2Cl)nc1,-3.8,i,-7.8,i,i,i,-1.2,i,i,i,i
CCOC(=O)C1CCN(C(=S)Nc2ccccc2)CC1,-7.3,i,-8.3,i,i,i,-0.1,i,i,i,i
O=C(/C=C/c1ccc(Br)cc1)NCc1cccs1,-9.0,i,8.1,i,i,i,-2.3,i,i,i,i
CN1CCN(C(=O)c2sc(=S)n(-c3ccccc3)c2N)CC1,-6.5,i,10.9,i,i,i,1.2,i,i,i,i
Cc1cc(O)ccc1NS(=O)(=O)c1ccc2c3c(cccc13)C(=O)N2,-14.0,i,4.6,i,i,i,35.9,i,i,i,i
C=CCNC(=O)CN1CCC(NC(=O)c2ccco2)CC1,-4.0,i,-0.9,i,i,i,0.0,i,i,i,i
COc1ccc(-n2cc(CNCCCn3ccnc3)c(-c3ccccc3Cl)n2)cc1,-7.6,i,2.8,i,i,i,0.2,i,i,i,i
Cc1oc(C(C)(C)C)cc1C(N)=O,-7.7,i,13.0,i,i,i,-7.0,i,i,i,i
CSc1nc2ccc(NC(=O)c3ccc(=O)n(C)n3)cc2s1,-8.5,i,6.9,i,i,i,-4.2,i,i,i,i
CC1(c2ccc(Cl)cc2)NC(=O)N(CC(=O)Nc2cccnc2Cl)C1=O (stereo not given),-12.0,i,-2.7,i,i,i,1.2,i,i,i,i
COc1ccc2[nH]c(CN3CCC(CO)(CCOc4ccccc4)CC3)c(C)c2c1,-11.5,i,2.0,i,i,i,-0.7,i,i,i,i
CCc1cc(C)cc(OCCNC(=O)c2cncc(Br)c2)c1,-12.7,i,6.0,i,i,i,15.4,i,i,i,i
Cc1csc(NC(=O)CCC(=O)c2cccs2)n1,-3.5,i,-0.7,i,i,i,-0.3,i,i,i,i
NS(=O)(=O)c1cccc(NC(=O)c2cc(=O)c3ccccc3o2)c1,-4.3,i,2.6,i,i,i,-2.7,i,i,i,i
CCCCc1c(O)nc(SCC(=O)Nc2cccc3ccccc23)n(-c2ccccc2OC)c1=O,-2.7,i,-2.3,i,i,i,2.4,i,i,i,i
COc1ccc(C2(CNS(=O)(=O)c3ccccc3)CCOCC2)cc1,-12.5,i,-6.3,i,i,i,0.7,i,i,i,i
CCOc1ccc(C(=O)Cc2ccc3oc(C(=O)O)cc3c2)c(O)c1,-3.0,i,4.5,i,i,i,-8.0,i,i,i,i
O=C(O)C1Cc2[nH]cnc2C(c2ccc(F)cc2)N1 (stereo not given),-7.1,i,-4.1,i,i,i,-6.2,i,i,i,i
O=C(/C=C/c1ccco1)NCc1ccc(F)cc1,-8.6,i,5.5,i,i,i,-1.9,i,i,i,i
CCC1CCCCN1CCCNC(=O)c1cn(CC)c2ccc(S(=O)(=O)N(C)C3CCCCC3)cc2c1=O (stereo not given),-12.3,i,-7.9,i,i,i,nt,i,i,i,i
CCOC(=O)N1CCc2c(sc3c2c(=O)n(Cc2ccccc2)c(=O)n3CC(=O)NCC2CCCO2)C1 (stereo not given),-11.2,i,-4.7,i,i,i,3.9,i,i,i,i
COc1ccc(N=Cc2c(OC)ccc3ccccc23)cc1,-8.8,i,1.1,i,i,i,-2.5,i,i,i,i
CC(=O)NNc1nc2ccccc2s1,-1.9,i,2.0,i,i,i,-4.8,i,i,i,i
Cc1noc(NS(=O)(=O)c2ccc(NC(=O)CSc3ncccn3)cc2)c1C,-6.3,i,1.2,i,i,i,5.6,i,i,i,i
O=C(NCCN1CCN(C(=O)c2cc3ccccc3oc2=O)CC1)c1cc2ccccc2oc1=O,-6.8,i,1.5,i,i,i,-6.2,i,i,i,i
CCCCc1ccc(NC(=S)NN2CCOCC2)cc1,-11.8,i,5.3,i,i,i,-4.7,i,i,i,i
CCCCc1c(C)nc2ccc(C(=O)OCC)cc2c1Cl,-8.6,i,7.9,i,i,i,-6.0,i,i,i,i
O=C1C(=Cc2cccn2-c2ccccc2)C(=O)c2ccccc21,1.5,i,-5.2,i,i,i,-2.5,i,i,i,i
Cc1ccc(S(=O)(=O)N2CCOCC2)cc1NC(=O)COc1ncnc2ccccc12,-2.8,i,1.7,i,i,i,-1.3,i,i,i,i
Cc1ccc(S(=O)(=O)n2nc(C)c(S(=O)(=O)N3CCCCC3)c2C)cc1,-8.1,i,1.1,i,i,i,-1.7,i,i,i,i
COc1ccc2c(Cl)c(-c3nnc4n3CCCCC4)sc2c1,-7.4,i,5.2,i,i,i,28.8,i,i,167*,i
C=CCOc1ccc(/C=N/NC(=O)c2cc3c(OC)cc(OC)cc3[nH]2)cc1,-26.4,i,2.4,i,i,i,0.8,i,i,i,i
O=[N+]([O-])c1cc(S(=O)(=O)N2CCCC2)ccc1O,-3.4,i,3.2,i,i,i,-0.9,i,i,i,i
Cc1cc(C(=O)OCC(=O)Nc2cc(C)on2)c2ccccc2n1,-9.6,i,?,i,i,i,3.6,i,i,i,i
CC1CC(C)CN(c2ncnc3c2cnn3Cc2ccc(Cl)cc2)C1 (stereo not given),-12.0,i,14.1,i,25*,i,-5.2,i,i,i,i
OCCCNc1c2c(nc3cc(-c4ccc(Cl)cc4)nn13)CCC2,-7.4,i,-5.8,i,i,i,nt,i,i,i,i
Cc1cccc(NC(=O)c2cc(=O)[nH]c3ccccc23)c1,-10.8,i,4.7,i,i,i,-4.3,i,i,i,i
O=C(NCc1ccc2c(c1)OCO2)C1CC(=O)N(C2CCCCCC2)C1 (stereo not given),5.4*,i,-3.2,i,i,i,-1.7,i,i,i,i
Cc1noc(C)c1COc1ccccc1C(=O)N(C)CC(=O)Nc1ccc(F)cc1,-15.2,i,5.8,i,i,i,-1.6,i,i,i,i
CCCC(=O)Nc1sc(C)c(C)c1C#N,-10.0,i,1.8,i,i,i,nt,i,i,i,i
CCOC(=O)N1CCC(N2CCCC(CO)(Cc3cccc(Cl)c3)C2)CC1 (stereo not given),-7.2,i,7.9,i,i,i,-12.3,i,i,i,i
CC1CC(C)CN(C(=O)CSc2nnc(-c3ccc(F)cc3)o2)C1 (stereo not given),-5.4,i,3.3,i,i,i,17.2,i,i,i,i
O=C(CNS(=O)(=O)c1c(Cl)cccc1Cl)OCC(=O)c1ccc[nH]1,-7.5,i,5.6,i,i,i,-2.9,i,i,i,i
CCOC(=O)c1oc2ccc(S(=O)(=O)N3CCOCC3)cc2c1C,-10.0,i,3.8,i,i,i,4.4,i,i,i,i
O=C1C2C3C=CC(CC3)C2C(=O)N1c1ccccc1[N+](=O)[O-] (stereo not given),-3.6,i,-7.1,i,i,i,-1.7,i,i,i,i
CCC(=O)Nc1ccc(C(=O)OCC(=O)c2cccs2)cc1,-5.2,i,-4.6,i,i,i,-6.1,i,i,i,i
CC(OC(=O)CCC1CCCC1)C(=O)Nc1ccccc1[N+](=O)[O-] (stereo not given),-6.4,i,6.4,i,i,i,2.2,i,i,i,i
CC(=C/c1ccccc1)/C=N/NC(=O)c1ccc2nc[nH]c2c1,-3.5,i,-3.2,i,i,i,0.0,i,i,i,i

(listing goes on)
Compound,hERG protect,KCNK3 block,HDAC3 inh,TMEM16A act,ANO1 block,KCNQ1 inh,Dyrk1A ADPGlo,TRPC4 potent,KCNQ1 act,TRPC4 agonist,KCNK9 block
O=C(CN1CCOCC1)Nc1ccc(Cl)cn1,-5.1,i,-6.5,i,i,i,-5.5,i,i,i,i
Cc1ccc(-c2nn(-c3ccccc3)cc2C2CC(c3ccccc3)=NN2C(=O)CCC(=O)O)cc1 (stereo not given),-12.5,i,6.9,i,i,i,-2.5,i,i,i,i
CN(CCOc1ccc(Cl)cc1)Cc1cccc(S(=O)(=O)N(C)C)c1,-8.2,-9.17*,2.4,i,i,i,1.0,i,i,i,-9.72*
COc1ccc(/C=N/NC(=O)C(=O)NCc2cccnc2)cc1,-6.8,i,-1.1,i,i,i,-1.8,i,i,i,i
COc1cc(C(=O)NCc2cn3ccccc3n2)cc(OC)c1OC,-3.5,i,-2.0,i,i,i,1.6,i,i,i,i
CCCOC(=O)c1c(NC(=O)C2CCCO2)sc(C(=O)OC)c1C (stereo not given),-5.2,i,nt,i,i,i,9.2,i,i,i,i
Cn1nnc(NC(=S)NC(=O)c2ccc(-c3ccc(Br)cc3)o2)n1,-5.2,i,9.4,i,i,i,-1.2,i,i,i,i
CCOCCCNC(=O)c1cn2c3c(ccc(Cl)c3c1=O)OC(C)C2 (stereo not given),-8.6,i,nt,i,nt,i,-3.9,i,i,i,i
Cn1nccc1C(=O)NC1CCCc2c1cnn2-c1cc(F)cc(F)c1 (stereo not given),-10.5,i,-6.3,i,i,i,1.4,i,i,i,i
CC(C)Oc1ccc(Cl)cc1Nc1nc(NCCO)nc(N2CCCC2)n1,-5.9,i,28.1*,i,i,i,-14.2,i,i,i,i
O=[N+]([O-])c1cccnc1Sc1ccccc1Cl,-7.0,i,4.9,i,i,i,nt,i,i,i,i
CCCCN1C(=O)CC(N2CCOCC2)C1=O (stereo not given),-6.1,i,4.4,nt,i,i,-1.3,i,i,i,i
O=C(C(Cc1ccccc1)n1cccc1)N1CCN(c2cccc(Cl)c2)CC1 (stereo not given),-5.7,-9.19*,12.6,i,i,8*,-2.1,i,i,i,i
CC(C)(C)c1ccc(-c2nnc(SCC(=O)Nc3sc4c(c3C#N)CCCC4)o2)cc1,-4.6,i,3.8,i,i,i,-4.0,i,i,i,i
CC(C)(CO)Cc1cc(C(C)(C)C)c(O)c(C(C)(C)C)c1,nt,i,13.1,i,i,nt,9.4,nt,nt,nt,nt
O=C(Cn1cc(C(F)(F)F)ccc1=O)Nc1ccc(N2CCOCC2)cc1,2.2,i,-7.7,i,i,i,-7.8,i,i,i,i
